High-throughput results: PubChem BioAssay, several laboratories
HMGR II inh: E. faecalis class II HMG-CoA reductase inhibition; purified E. faecalis HMGR, NADPH absorbance 340 nm kinetic; inhibition, % at 10 µM; 190,000 tested, 0.41% active;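 active = inhibition above a set limit, the median over all tested compounds plus 3 SD, cut at about 9.5% in these data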;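 also: enzyme runs in reverse so mevalonate oxidation gives rising NADPH absorbance; 0% = complete reaction with DMSO and 100% = background rate lacking mevalonate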
TNAP inh noacc: inhibitors of human TNAP without phosphate acceptor. P05186. inhibition, % at 20 µM. 200,000 tested, 0.26% active. purified TNAP, CDP-star luminescence, 30 min;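 active = tissue-nonspecific alkaline phosphatase inhibition above about 50% at 20 µM in the single-dose screen, limit read from the data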;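 also: 0% = DMSO negative control and 100% = EDTA positive control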
Target sequence (P05186 whole entry, looked up): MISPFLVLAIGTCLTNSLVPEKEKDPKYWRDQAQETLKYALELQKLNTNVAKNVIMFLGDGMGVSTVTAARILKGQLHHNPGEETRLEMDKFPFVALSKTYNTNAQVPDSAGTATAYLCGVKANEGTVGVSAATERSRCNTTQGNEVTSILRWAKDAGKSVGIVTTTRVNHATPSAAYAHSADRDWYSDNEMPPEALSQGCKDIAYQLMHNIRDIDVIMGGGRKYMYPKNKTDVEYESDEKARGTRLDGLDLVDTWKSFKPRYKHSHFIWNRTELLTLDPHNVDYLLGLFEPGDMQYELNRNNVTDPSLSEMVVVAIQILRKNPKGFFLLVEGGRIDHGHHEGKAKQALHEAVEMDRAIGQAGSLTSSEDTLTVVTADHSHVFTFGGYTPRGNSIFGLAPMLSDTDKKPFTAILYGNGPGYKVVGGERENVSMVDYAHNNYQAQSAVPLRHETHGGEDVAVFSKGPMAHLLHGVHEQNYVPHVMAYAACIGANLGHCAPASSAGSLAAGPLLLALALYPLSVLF
PPARg SRC2 recr: promotes SRC-2 coactivator recruitment by human PPARgamma; P37231; AID 1032; 200,000 tested, 0.34% active; activation, % at 8 µM; PPARgamma LBD-SRC-2 recruitment, biochemical; in the data active = activation above about 22%;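 also: 0% = vehicle and 100% = reference agonist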
Target sequence (P37231 whole entry, looked up, the tested form may be a part): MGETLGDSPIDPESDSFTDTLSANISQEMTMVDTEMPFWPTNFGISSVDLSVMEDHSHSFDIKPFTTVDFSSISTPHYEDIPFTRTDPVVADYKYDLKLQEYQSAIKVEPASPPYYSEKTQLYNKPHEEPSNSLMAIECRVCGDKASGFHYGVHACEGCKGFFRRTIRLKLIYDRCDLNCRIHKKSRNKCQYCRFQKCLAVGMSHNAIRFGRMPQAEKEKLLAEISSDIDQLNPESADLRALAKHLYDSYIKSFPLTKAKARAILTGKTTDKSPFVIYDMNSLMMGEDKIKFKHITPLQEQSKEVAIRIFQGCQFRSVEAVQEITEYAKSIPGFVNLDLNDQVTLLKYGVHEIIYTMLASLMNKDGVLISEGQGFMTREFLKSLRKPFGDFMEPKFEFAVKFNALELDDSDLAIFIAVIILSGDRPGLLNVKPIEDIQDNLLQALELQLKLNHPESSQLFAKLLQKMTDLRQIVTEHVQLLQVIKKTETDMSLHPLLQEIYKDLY
TR-FRET SRC-2 ct: flags TR-FRET format artefacts in PPARgamma SRC-2 recruitment agonist screen | AID 1049 | 200,000 tested, 0.4% active | TR-FRET ratio at 8 µM | TR-FRET artefact counter-screen; stronger effect = higher value; in the data active = TR-FRET ratio above about 2000; also: inactives centre near 1500
PPARg SRC1 recr: PPARgamma-driven SRC-1 recruitment agonism; P37231; PPARgamma-SRC-1 coactivator recruitment biochemical assay; activation, % at 8 µM; 200,000 tested, 0.41% active; in the data active = activation above about 19%;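 also: 0% = DMSO and 100% = reference agonist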
bIAP activator: intestinal alkaline phosphatase (bovine) activation | purified bovine IAP, CDP-star luminescence, 30 min; stronger effect = higher value; fold of DMSO-control signal, blank-subtracted | 200,000 tested, 0.17% active | AID 1016 | activation factor at 20 µM;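 active = activation factor of 2 or more at 20 µM, a signal rise over negative controls twice the positive control's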
PPARg SRC3 recr: agonists of human PPARgamma SRC-3 coactivator recruitment. AID 731. biochemical PPARgamma/SRC-3 coactivator recruitment assay. activation, % at 8 µM. 200,000 tested, 0.26% active. P37231; in the data active = activation above about 23%;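 also: 0% = DMSO and 100% = reference agonist; some compounds past the cut are filed as inactive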
TNAP act hi DEA: TNAP (human) activation, high acceptor. P05186. purified TNAP, CDP-star luminescence, 1 M DEA, 30 min; stronger effect = higher value; 0 = EDTA background, 1 = DMSO-only activity. activation factor at 20 µM. 200,000 tested, under 10 active. AID 1136;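 active = activation factor at least 2 at 20 µM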
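Assay system: human TNAP; Input: enzyme diluted 1/800 final; Reagent: CDP-star luminogenic substrate at 100 µM final; Timing: 30 min, room temperature; Signal: luminescence; Evaluation: TNAP activation factor scaled between EDTA and DMSO control wells.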
bIAP inh: intestinal alkaline phosphatase (bovine) inhibition; purified bovine IAP, CDP-star luminescence, 30 min; inhibition, % at 20 µM; 190,000 tested, under 10 active; AID 1019;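 active = over 50% inhibition of intestinal alkaline phosphatase at 20 µM in the single-dose screen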
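Assay system – bovine IAP enzyme · Quantity – bovine IAP at 1/65,000,000 final dilution · Detection – CDP-star luminescence signal · Times – 30 min reaction at room temperature · Also added – CDP-star substrate at 30 µM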
TNAP inh hi DEA: TNAP (human) inhibition, high acceptor | P05186 | purified TNAP, CDP-star luminescence, 1 M DEA | inhibition, % at 20 µM | 200,000 tested, 0.03% active | AID 1135;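 active = over 50% inhibition of tissue-nonspecific alkaline phosphatase at 20 µM in the single-dose screen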;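 also: plate controls were DMSO wells for no effect and EDTA-quenched wells as full inhibition for full effect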
An asterisk follows results filed as active; · = no result given.

1	CCOc1ccc(CN2CCNC(=O)C2CC(=O)NCCc2ccccn2)cc1 (stereo not given)
2	COc1ccc(C(O)c2nccn2C)cc1 (stereo not given)
3	O=C(CCCN1CCOCC1)c1ccc2c(c1)OCCO2
4	CN(C)C(CNC(=S)Nc1ccccc1Cl)c1cccnc1 (stereo not given)
5	C/C(=N\Nc1cccc2cccnc12)c1ccc[nH]1
6	CC(=O)C(=Cc1cc(C)n(-c2ccccc2)c1C)C(C)=O
7	COc1cccc2cc(C(=O)NCCC3=CCCCC3)c(=O)oc12
8	Cc1ccc(C2=NC(=O)/C(=C/c3cc(O)c(O)c(Br)c3)S2)cc1

entry no. | 1 | 2 | 3 | 4 | 5 | 6 | 7 | 8
HMGR II inh | 0 | -2 | 4 | -4 | 3 | -7 | -4 | 9
TNAP inh noacc | -12 | -5 | -14 | -9 | -11 | -6 | -8 | 43
PPARg SRC2 recr | 2 | 6 | -12 | -4 | 9 | -2 | -3 | 4
TR-FRET SRC-2 ct | 1589 | 1433 | 1392 | 1469 | 1865 | 1635 | 1547 | 1558
PPARg SRC1 recr | 17 | -1 | -3 | -1 | 14 | 6 | 0 | 4
bIAP activator | 1.1 | 0.9 | 1.1 | 1.1 | 1.1 | 1 | 1.3 | 0.7
PPARg SRC3 recr | 3 | 4 | 0 | 0 | 9 | 1 | -2 | 1
TNAP act hi DEA | 1.1 | 1.1 | 1.1 | 1 | 1 | 1.1 | 1 | 0.6
bIAP inh | -6 | 13 | -6 | -8 | -12 | 1 | -29 | 29
TNAP inh hi DEA | -6 | -8 | -5 | -3 | 4 | -5 | -2 | 40

9	CCCCC(=O)Nc1ccc2c(c1)C(=O)NC2=O
10	Clc1ccc2c(c1)C(N1CCNCC1)Cc1ccccc1S2 (stereo not given)
11	Cc1ccc(NCC(=O)N/N=C/c2ccc(-c3cccc(C(F)(F)F)c3)o2)cc1
12	CC(=O)OCCc1c(C)nc2nc[nH]n2c1=O
13	CC(C)Nc1nc(NC(C)C)nc(N(C)C#N)n1
14	COc1ccc(C(=O)Nc2ccc(Oc3nc(C)nc4sc(-c5ccccc5)cc34)cc2)cc1OC
15	O=C(N/N=C/c1ccc([N+](=O)[O-])s1)c1ccccc1
16	CCOC(=O)c1nn(-c2ccccc2C)c2nc(Nc3ccccc3)cc(=O)n12

entry no. | 9 | 10 | 11 | 12 | 13 | 14 | 15 | 16
HMGR II inh | -9 | 1 | -4 | -4 | 0 | 0 | 2 | -7
TNAP inh noacc | -18 | -2 | 3 | -3 | -8 | -5 | 10 | -7
PPARg SRC2 recr | 5 | -3 | 8 | 6 | 3 | -3 | 1 | 7
TR-FRET SRC-2 ct | 1547 | 1706 | 1514 | 1571 | 1637 | 1535 | 1688 | 1541
PPARg SRC1 recr | 4 | 1 | 3 | -2 | -7 | 2 | 6 | 11
bIAP activator | 0.9 | 0.9 | 0.8 | 1 | 1 | 0.9 | 0.8 | 0.6
PPARg SRC3 recr | 4 | 1 | 6 | -5 | 5 | -2 | 7 | 9
TNAP act hi DEA | 1.1 | 1 | 1 | 1 | 1 | 1 | 0.9 | 1.1
bIAP inh | 12 | 7 | 24 | -1 | -4 | 7 | 15 | 40
TNAP inh hi DEA | -7 | -4 | -1 | -1 | -2 | 0 | 13 | -7

17	CC1CCCCN1C(=O)CSc1nc2cc3c(cc2c(=O)n1Cc1ccc2c(c1)OCO2)OCO3 (stereo not given)
18	O=[N+]([O-])c1cc(S(=O)(=O)Nc2ccccc2)ccc1-n1nnc2ccccc21
19	O=C(O)c1ccccc1C(=O)Nc1nccs1
20	Cn1cnnc1SCC(=O)Nc1ccccc1Oc1ccccc1
21	O=C(C1=C[C@H](c2csc3ccccc23)C[C@H](OCc2ccc(CO)cc2)O1)N1CCN(Cc2ccccc2)CC1
22	C=CCN(CC=C)CCOc1ccc2ccccc2c1
23	O=C(Cc1ccccc1)Nc1c[nH]c(=O)[nH]c1=O
24	O=C(O)C1CCC(CNCc2ccccc2Cl)CC1 (stereo not given)

entry no. | 17 | 18 | 19 | 20 | 21 | 22 | 23 | 24
HMGR II inh | 1 | -7 | 2 | -4 | -3 | 1 | -3 | 3
TNAP inh noacc | -12 | -6 | -4 | -8 | -4 | -18 | -4 | -4
PPARg SRC2 recr | 0 | 2 | -6 | -7 | 8 | -3 | -1 | -2
TR-FRET SRC-2 ct | 1439 | 1570 | 1369 | 1441 | 1650 | 1501 | 1574 | 1558
PPARg SRC1 recr | 0 | 2 | -6 | -2 | 8 | -3 | 6 | 0
bIAP activator | 0.9 | 1 | 1.1 | 1.1 | 1 | 0.9 | 0.1 | 1
PPARg SRC3 recr | 0 | 4 | -4 | -1 | -1 | -4 | -8 | 4
TNAP act hi DEA | 1.1 | 1 | 1 | 1 | 1.1 | 1 | 1 | 1
bIAP inh | 9 | 4 | -13 | -8 | 2 | 8 | · | 0
TNAP inh hi DEA | -6 | -2 | 3 | -3 | -8 | -1 | -2 | -4

25	Cc1ccc(-n2c(N)c(C(=O)N3CCN(C)CC3)sc2=S)cc1
26	CSc1cccc(NC(=O)/C=C/c2cccc(Cl)c2)c1
27	Cc1cccc(-n2ncc3c(NCCN4CCOCC4)ncnc32)c1
28	CCc1c(C)nc(N2CCN(Cc3ccccc3)CC2)[nH]c1=O
29	CC(C)NC(=S)NNC(=O)C12CC3CC(CC(C3)C1)C2
30	CCOC(=O)c1sc(NC(=O)/C=C/c2c(F)cccc2Cl)nc1C
31	COCc1cc(C)nc(SCC(=O)Nc2ccc3c(c2)OCO3)c1C#N
32	CSc1nncc(/C(C)=N\Nc2ccccc2)n1

entry no. | 25 | 26 | 27 | 28 | 29 | 30 | 31 | 32
HMGR II inh | -11 | -3 | -4 | -1 | 0 | 1 | -2 | -1
TNAP inh noacc | -12 | -2 | -6 | -3 | -46 | -7 | -7 | -3
PPARg SRC2 recr | -4 | -1 | -3 | -7 | 8 | 0 | 5 | 5
TR-FRET SRC-2 ct | 1307 | 1627 | 1455 | 1538 | 1422 | 1615 | 1654 | 1756
PPARg SRC1 recr | 3 | -6 | -1 | 8 | 6 | -2 | 7 | 4
bIAP activator | 1 | 1.1 | 0.8 | 0.9 | 1.3 | 1 | 0.9 | 0.9
PPARg SRC3 recr | 30* | -1 | 10 | 4 | -4 | 2 | 5 | 5
TNAP act hi DEA | 1 | 1 | 1 | 1 | 1 | 1 | 1 | 1
bIAP inh | 1 | -7 | 16 | 6 | -26 | 1 | 11 | 6
TNAP inh hi DEA | -3 | -1 | 4 | 2 | 0 | -3 | 0 | 3

Entries of single compounds, quoted from the list. Screens in order: HMGR II inh	TNAP inh noacc	PPARg SRC2 recr	TR-FRET SRC-2 ct	PPARg SRC1 recr	bIAP activator	PPARg SRC3 recr	TNAP act hi DEA	bIAP inh	TNAP inh hi DEA
Listed for `Cc1ccc(-n2c(N)c(C(=O)N3CCN(C)CC3)sc2=S)cc1` = -11	-12	-4	1307	3	1	30*	1	1	-3
Listed for `CSc1nncc(/C(C)=N\Nc2ccccc2)n1` = -1	-3	5	1756	4	0.9	5	1	6	3
Listed for `COCc1cc(C)nc(SCC(=O)Nc2ccc3c(c2)OCO3)c1C#N` = -2	-7	5	1654	7	0.9	5	1	11	0

More entries follow.
33	COc1ccc(NCc2cc3ccccc3[nH]c2=O)cc1
34	COc1ccccc1CN=c1c([N+](=O)[O-])nn(-c2ccc3c(c2)OCCO3)n1O
35	CCOc1cc(C(=O)Nc2cc(C)on2)cc(OCC)c1OCC
36	COc1ccccc1CNC(=O)C1CCCN1S(=O)(=O)c1cccc2cccnc12 (stereo not given)
37	COc1ccc(N2CCN(Cc3cc(=O)oc4ccc(Cl)cc34)CC2)cc1
38	Cc1cc(NC(=S)N(CCCN2CCN(C)CC2)Cc2ccco2)ccc1Cl
39	CCn1c(SCC(=O)NNC(=O)Cc2ccccc2)nnc1-c1ccccc1
40	Cc1cc(=O)n(Cc2ccc(OC(C)C)cc2)c(=S)[nH]1

entry no. | 33 | 34 | 35 | 36 | 37 | 38 | 39 | 40
HMGR II inh | 4 | 2 | -6 | 4 | -5 | -1 | -1 | 5
TNAP inh noacc | -16 | -13 | -10 | -8 | -20 | 2 | -151 | -4
PPARg SRC2 recr | 13 | -4 | 8 | -7 | -1 | 11 | 12 | 0
TR-FRET SRC-2 ct | 1696 | 1694 | 1402 | 1571 | 1335 | 1857 | 1521 | 1505
PPARg SRC1 recr | 4 | 5 | -3 | 5 | -2 | 7 | -1 | 0
bIAP activator | 1 | 1 | 1 | 0.9 | 0.9 | 1.1 | 1.4 | 1.1
PPARg SRC3 recr | 8 | 9 | -9 | 1 | 1 | 4 | 9 | 1
TNAP act hi DEA | 1.1 | 0.9 | 1 | 1 | 1.1 | 1 | 1.1 | 1
bIAP inh | 4 | 3 | -1 | 6 | 11 | -8 | -37 | -11
TNAP inh hi DEA | -8 | 7 | -5 | -3 | -9 | 3 | -7 | -1

41	COc1ccc(N2CCN(S(=O)(=O)Cc3ccccc3)CC2)cc1
42	C/C(=N\Nc1ccccn1)c1ccc2c(c1)OCO2
43	Cc1cccc2cc(COC(=O)C3CCCCC3)c(=O)[nH]c12
44	Cc1cccc(CSc2nnc(N)n2-c2ccccc2)c1
45	CS(=O)(=O)N1CC(C(=O)NC2CCCC2)Oc2ccc(Cl)cc21 (stereo not given)
46	O=C(Cn1ncc2c(=O)oc3ccccc3c21)NCc1cccnc1
47	Cc1ccc(CSCc2nc3ccccc3[nH]2)cc1
48	C/C(CC(=O)NCc1ccccc1)=N\NC(=O)c1cnccn1

entry no. | 41 | 42 | 43 | 44 | 45 | 46 | 47 | 48
HMGR II inh | -2 | -1 | -6 | -3 | -7 | -7 | 1 | -8
TNAP inh noacc | -11 | -2 | -7 | -10 | -8 | -3 | -56 | -30
PPARg SRC2 recr | 6 | 2 | -3 | 4 | -1 | 16 | -7 | -2
TR-FRET SRC-2 ct | 1680 | 1714 | 1565 | 1381 | 1505 | 1611 | 1481 | 1342
PPARg SRC1 recr | -2 | 6 | 7 | -2 | -5 | -2 | -4 | 5
bIAP activator | 1 | 0.9 | 1 | 0.9 | 1.1 | 1 | 2.3* | 0.7
PPARg SRC3 recr | 6 | 8 | 5 | 6 | -4 | -1 | -3 | 4
TNAP act hi DEA | 1 | 1 | 1 | 1.1 | 1.1 | 1 | 1 | 1
bIAP inh | 0 | 15 | 2 | 11 | -7 | 4 | -131 | 34
TNAP inh hi DEA | -4 | 0 | -4 | -5 | -6 | -2 | -4 | 0

49	CCCCC(=O)Nc1ccc(NC(=S)NC(=O)c2cccs2)cc1OC
50	Cc1ccc(NC(=O)CSc2nc3nc(C)cc(C)c3c(=O)[nH]2)cc1
51	Cc1ccc2nc(N/N=C\c3ccc([N+](=O)[O-])o3)nc(-c3ccccc3)c2c1
52	CC1Cc2ccccc2N1CC(=O)NC(=O)NC(C)(C)C (stereo not given)
53	O=C(Nc1cccnc1)c1sc(Nc2ccccc2)nc1-c1ccccc1

entry no. | 49 | 50 | 51 | 52 | 53
HMGR II inh | -5 | -2 | -2 | -2 | -8
TNAP inh noacc | 17 | -4 | 14 | -10 | -11
PPARg SRC2 recr | 13 | 2 | 2 | 4 | 55*
TR-FRET SRC-2 ct | 1780 | 1367 | 1451 | 1683 | 2618*
PPARg SRC1 recr | -3 | 15 | 9 | -5 | 48*
bIAP activator | 1.3 | 1.1 | 0.3 | 1 | 1.1
PPARg SRC3 recr | 8 | 9 | -3 | 1 | 42*
TNAP act hi DEA | 1 | 1 | 0.7 | 1.1 | 1.1
bIAP inh | -25 | -6 | · | 1 | -6
TNAP inh hi DEA | -3 | -2 | 25 | -5 | -5
